# Rac1 mut GTP: GTP binding modulators of activated mutant Rac1, primary screen, biochemical, bead-based flow cytometry, multiplex, fluorescent GTP; 190,000 compounds, 0.11% hits; Ras-related C3 botulinum toxin substrate 1 (Homo sapiens), P63000; percent activity (GTP binding), % at 10 µM; GST-Rac1 activated beads; actives lie on both sides; 100% means binding = to untreated wells;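 active means GTP binding at least 20 percentage points away from the 100% baseline, in either direction, so actives lie on both sides; inconclusive means Compound likely fluorescent itself, or too few beads counted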
# Mcl1-Noxa inh: Mcl-1/Noxa binding inhibitors, primary screen, biochemical, TR-FRET, 1536-well | Induced myeloid leukemia cell differentiation protein Mcl-1 (Homo sapiens), Q07820 | TR-FRET Mcl-1/Noxa peptide binding, 2 h | 220,000 compounds, 1.5% hits | AID 1022, 2008 | inhibition, % at 21.7 µM;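 active means compounds that cut the protein-peptide binding signal by more than 50% relative to plate controls in a single-dose test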;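 further: His-tagged Mcl-1 with rhodamine Noxa BH3 peptide and terbium anti-His antibody; 0% = Mcl-1 plus Noxa peptide wells and 100% = peptide-only wells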
# Target sequence (Q07820 whole entry, looked up): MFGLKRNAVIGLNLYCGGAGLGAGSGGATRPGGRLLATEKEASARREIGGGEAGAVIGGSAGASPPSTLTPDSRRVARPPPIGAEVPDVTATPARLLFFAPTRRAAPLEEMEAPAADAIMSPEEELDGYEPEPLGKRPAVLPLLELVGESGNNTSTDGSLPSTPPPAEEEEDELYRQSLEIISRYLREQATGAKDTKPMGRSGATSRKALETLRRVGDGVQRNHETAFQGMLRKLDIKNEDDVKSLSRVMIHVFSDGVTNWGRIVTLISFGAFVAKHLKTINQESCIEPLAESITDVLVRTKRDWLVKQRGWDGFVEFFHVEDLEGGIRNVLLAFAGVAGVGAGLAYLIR
# ABCG2 inh: ABCG2 efflux pump inhibitors, primary screen, multiplex with ABCB1, IgMXP3 cells, flow cytometry. Broad substrate specificity ATP-binding cassette transporter ABCG2 (Homo sapiens), Q9UNQ0. JC-1 efflux. inhibition, % at 6.6 µM. 190,000 compounds, 0.1% hits;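 active means inhibition above 80%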;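 further: 0% = DMSO and 100% = nicardipine control wells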
#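 Test system: ABCG2 IgMXP3 and barcoded ABCB1 CCRF-Adr cell mix; Schedule: cells with compound and JC-1, 10 min at 25 °C, rotating, no wash; Technique: flow cytometry of retained JC-1 fluorescence; Measure: % inhibition of efflux relative to nicardipine and DMSO; Controls: nicardipine high and DMSO low controls.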
# Pf gametocyte: late stage P. falciparum gametocyte viability inhibitors, primary screen, ATP luminescence, HTS; 150,000 compounds, 0.065% hits; P. falciparum stage V gametocytes, 24 h; inhibition, % at 10.9 µM; AID 743093, 2013;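 active means inhibition above the mean plus 3 SD of compounds within the control limits, set per campaign, cut at about 38% in these data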;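 further: 0% = DMSO wells and 100% = medium only without gametocytes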
# Avidin fluor: green autofluorescence of compounds with avidin beads – biophysical, 488/530 nm, flow cytometry, artefact control, profiling panel; compound fluorescence 488/530 nm; stronger effect = higher value; fluorescence (KMESF) at 10 µM; 220,000 compounds, 0.38% hits; in the data active means fluorescence above about 47; further: inactives centre near 10
# ABCB1 inh: ABCB1 efflux pump inhibitors, primary screen, cell-based, multiplex, flow cytometry, ABCG2 counter-screen | 190,000 compounds, 0.067% hits | ATP-dependent translocase ABCB1 (Homo sapiens), P08183 | inhibition, % at 6.6 µM | CCRF-Adr cells, JC-1 efflux; in the data active means inhibition above about 40%;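 further: 0% = vehicle and 100% = reference inhibitor; higher value means more JC-1 retained so stronger ABCB1 efflux block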
# Rab7 wt modul: modulators of GTP binding to Rab7, primary screen, biochemical, wildtype, multiplex bead flow cytometry; Rab7 GTPase wild type (dog), Bodipy-FL-GTP binding; GST-Rab7 beads, fluorescent GTP binding; actives lie on both sides; untreated = 100%, excess cold GTP = 0%; GTP binding activity (percent of control), % at 10 µM; 190,000 compounds, 0.055% hits; AID 758, 2007;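 active means fluorescent GTP binding to Rab7 beads changed by at least 20 points from the 100% baseline, either direction, mostly lower; inconclusive means compound itself probably fluorescent, or too few beads counted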;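 further: median green fluorescence of bound Bodipy-FL-GTP per Rab7 bead population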
# HRas wt GTP: modulators of GTP binding to HRas wildtype, primary screen, biochemical, bead-based flow cytometry, multiplex | GTPase HRas (Homo sapiens), P01112 | 190,000 compounds, 0.14% hits | GST-Ras wt beads, Bodipy-FL-GTP binding; actives lie on both sides | GTP binding activity, % at 10 µM | AID 759, 2007;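 active means GTP binding activity at least 20% away from the 100% baseline, either lowered as inhibitor or raised as activator; inconclusive means flagged as likely green fluorescent, judged across all proteins in the well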;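 further: 0% = unlabeled GTP competition control and 100% = no-compound control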
# Target sequence (P01112 whole entry, looked up): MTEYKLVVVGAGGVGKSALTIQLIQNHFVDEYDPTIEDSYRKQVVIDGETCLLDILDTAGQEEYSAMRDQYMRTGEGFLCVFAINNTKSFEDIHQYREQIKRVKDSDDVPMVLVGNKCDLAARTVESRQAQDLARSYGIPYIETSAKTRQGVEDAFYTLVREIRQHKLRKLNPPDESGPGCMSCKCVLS
# Cdc42 wt: modulators of GTP binding to wildtype Cdc42, primary screen, biochemical, multiplex bead flow cytometry, Bodipy-GTP | Cell division control protein 42 homolog (Homo sapiens), P60953 | GST-Cdc42 beads; actives lie on both sides | percent activity (GTP binding), % at 10 µM | 190,000 compounds, 0.2% hits;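 active means percent activity GTP binding at least 20 points away from the 100% baseline, either down as inhibitor or up as activator; inconclusive means compound flagged as likely green fluorescent from well-wide comparison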;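 further: median bead fluorescence of bound Bodipy-FL-GTP at 100 nM; 0% = excess unlabeled GTP control and 100% = no compound control; below 100% means less GTP binding so inhibitor and above means activator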
# Target sequence (P60953 whole entry, looked up): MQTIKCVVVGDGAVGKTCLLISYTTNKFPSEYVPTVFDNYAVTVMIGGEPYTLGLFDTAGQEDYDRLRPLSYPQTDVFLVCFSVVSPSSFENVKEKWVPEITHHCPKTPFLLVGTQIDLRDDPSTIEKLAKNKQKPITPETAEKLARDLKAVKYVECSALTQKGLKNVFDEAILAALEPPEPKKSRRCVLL
# Rab2A wt mod: modulators of GTP binding to Rab2A wildtype, primary screen, biochemical, dog, bead-based flow cytometry, multiplex; Ras-related protein Rab-2A (Canis lupus familiaris), P61105; GST-Rab2 wt beads, Bodipy-GTP binding; GTP binding activity, % at 10 µM; 190,000 compounds, 0.19% hits;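 active means GTP binding activity at least 20 points away from 100%, either lowered or raised; inconclusive means signal likely due to the compound's own green fluorescence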;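 further: 0% = beads with excess unlabeled GTP and 100% = no-compound control corrected for plate trend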
# Rac1 wt modul: wildtype Rac1 GTP binding modulators, primary screen, biochemical, GST-Rac1 beads, flow cytometry, multiplex | 190,000 compounds, 0.27% hits | GTP binding activity (% of control), % at 10 µM | fluorescent GTP binding; actives lie on both sides; 0 = cold GTP competed, 100 = untreated | Ras-related C3 botulinum toxin substrate 1 (Homo sapiens), P63000;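 active means GTP binding activity at least 20 points away from the 100% control level, either lower or higher; inconclusive means compound flagged as likely green fluorescent, judged across all proteins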
# * = called active by the depositor; ? = inconclusive; nt = not tested or not shown; & = joins results of further samples.
SMILES,Rac1 mut GTP,Mcl1-Noxa inh,ABCG2 inh,Pf gametocyte,Avidin fluor,ABCB1 inh,Rab7 wt modul,HRas wt GTP,Cdc42 wt,Rab2A wt mod,Rac1 wt modul
Cc1ccccc1-c1nc(SCc2cccnc2)c2c(=O)n(C)c(=O)n(C)c2n1,96.0,-0.4,0.8,-19.9,16,-0.3,102.0,99.0,92.0,99.0,98.0
COc1ccc(Cn2nnc3c(=O)[nH]c(C(=O)NCCc4ccc(F)cc4)nc32)cc1OC,97.0,7.9,1.9,nt,6,0.3,100.0,98.0,99.0,99.0,98.0
COc1c2occc2c(OC)c2c(=O)cc(C(F)(F)F)oc12,95.0,5.5,4.2,-0.8,13,0.6,102.0,100.0,99.0,98.0,99.0
O=C1CSC(c2ccc(F)cc2)N1c1nnc(C23CC4CC(CC(C4)C2)C3)s1 (stereo not given),98.0,19.9,34.0,nt,14,0.9,103.0,102.0,102.0,102.0,103.0
COc1ccc(CCN2C(=O)c3cccc4cccc(c34)C2=O)cc1OC,101.0,-16.9,59.2,nt,16,1.7,101.0,101.0,100.0,99.0,104.0
CC(C)C(=O)N1CCN(c2ccc(NC(=O)c3ccc([N+](=O)[O-])o3)cc2)CC1,96.0,-13.8,0.3,5.7,9,0.1,99.0,95.0,95.0,96.0,97.0
COc1cc(NC(=O)c2ccc(Br)o2)ccc1NC(=O)C(C)C,97.0,-11.6,6.9,nt,6,-0.5,98.0,98.0,100.0,101.0,103.0
CCOC(=O)/C(C#N)=C/c1cn(CCOc2ccccc2)c2ccccc12,101.0,0.5,8.1,15.8,15,0.6,99.0,102.0,103.0,104.0,104.0
CCN(CCn1cccn1)C(=O)CC1C(=O)NCCN1Cc1cccc(OC)c1OC (stereo not given),93.0,11.2,-7.4,0.4,10,-2.5,89.0,91.0,94.0,92.0,93.0
Cc1ccccc1NC(=O)NC1(C(=O)NCCCN2CCOCC2)CCCCC1,101.0,-13.1,2.6,nt,5,0.3,101.0,104.0,99.0,102.0,106.0
Oc1c(C=C2N=c3ccccc3=N2)sc(=S)n1-c1ccc(F)cc1,98.0&96.0,13.1&18.2,-3.6&-1.8,nt,3&9,-1.0&-0.7,101.0&95.0,98.0&95.0,96.0&95.0,96.0&95.0,95.0&96.0
O=c1cc(CO)occ1OCc1ccccc1,100.0,-11.9,0.2,-36.5,9,0.3,99.0,100.0,98.0,101.0,99.0
O=C1CC(c2ccc(F)cc2)SC(N(c2ccccc2)c2ccccc2)=N1 (stereo not given),95.0,26.9,1.5,-10.7,4,0.2,101.0,98.0,97.0,95.0,97.0
Cn1c(=O)c(-c2ccccc2)nc2ccccc21,100.0,4.5,-1.6,16.6,11,0.1,100.0,100.0,99.0,100.0,98.0
O=C(C1CC(=O)N(C2CCCC2)C1)N1CCC(Cc2ccccc2)CC1 (stereo not given),98.0,0.4,0.2,-10.9,10,0.3,97.0,99.0,100.0,98.0,98.0
COC(=O)/C=C\C(=O)Nc1cccc([N+](=O)[O-])c1,97.0,64.5*,10.5,nt,14,-2.1,99.0,99.0,101.0,97.0,102.0
Clc1ccc(-c2cn3c(n2)SCC3)cc1,93.0,7.0,14.6,-3.1,6,0.7,97.0,97.0,97.0,96.0,100.0
C=CCNC(=O)C1CC=CCC1C(=O)O (stereo not given),98.0,21.4,0.9,12.8,37,0.1,99.0,101.0,100.0,99.0,99.0
CCOc1ccc(NC(=O)C2CC=CCC2C(=O)O)cc1 (stereo not given),103.0,10.0,8.4,17.0,23,1.0,97.0,104.0,105.0,99.0,109.0
CCOC(=O)N1CCN(C(=O)COc2ccccc2OC)CC1,93.0,-10.5,0.3,nt,33,0.2,101.0,98.0,98.0,98.0,95.0
COc1ccc(-n2c(Cc3cccn3C)nnc2SCC(=O)Nc2cccc(C)c2C)cc1,100.0,5.3,-0.5,nt,7,-1.8,101.0,102.0,101.0,100.0,106.0
COc1cccc(COc2cc3ccccc3nc2C)c1,93.0,-18.4,6.2,2.6,19,0.4,97.0,97.0,96.0,94.0,94.0
CCOC(=O)c1[nH]c(CSc2nnc(-c3ccc(OC)cc3)o2)c(C(=O)OCC)c1C,99.0,4.2,3.6,4.1,4,0.5,99.0,101.0,100.0,98.0,100.0
O=c1c2cc(N3CCOCC3)ccc2[nH]c(=S)n1CCCN1CCCC1,101.0,29.6,-1.8,0.2,13,-2.8,98.0,101.0,100.0,100.0,101.0
O=C(COC(=O)c1cc([N+](=O)[O-])ccc1NCc1ccccc1Cl)NCC(F)(F)F,99.0,4.9,18.9,-8.9,8,0.8,101.0,101.0,100.0,100.0,102.0
# Other entries:
SMILES,Rac1 mut GTP,Mcl1-Noxa inh,ABCG2 inh,Pf gametocyte,Avidin fluor,ABCB1 inh,Rab7 wt modul,HRas wt GTP,Cdc42 wt,Rab2A wt mod,Rac1 wt modul
Cc1cccc(NC(=O)COc2ccc(Br)cc2/C=N/O)c1,98.0,7.6,8.0,-16.7,13,0.5,93.0,96.0,95.0,93.0,95.0
Nc1nnc(CCC2CCCCC2)s1,102.0,-5.5,3.1,nt,15,0.0,99.0,103.0,105.0,101.0,106.0
COc1cccc(N(CC(=O)NC2CCCC2)C(=O)Cn2nnc(-c3ccc(C)cc3)n2)c1,101.0,-3.9,7.6,nt,33,0.0,94.0,101.0,100.0,97.0,108.0
CCC(C(=O)NCCN1CCN(C)CC1)n1c(C)c2cnn(-c3ccccc3)c(=O)c2c1C (stereo not given),97.0,-6.2,-0.2,nt,35,0.0,103.0,99.0,100.0,100.0,102.0
CC1CCN(S(=O)(=O)c2ccc(S(=O)(=O)NCC3COCCO3)cc2)CC1 (stereo not given),96.0,14.3,2.4,nt,8,0.7,99.0,100.0,100.0,99.0,99.0
COc1ccc(S(=O)CC(=O)Nc2ccc(Cl)cc2Cl)cc1 (stereo not given),95.0,6.2,10.2,1.7,10,1.0,105.0,102.0,100.0,105.0,102.0
CCS(=O)(=O)c1ccc2oc(SCC(=O)NCCc3ccccc3)nc2c1,96.0,-4.1,-0.6,nt,9,0.1,94.0,97.0,94.0,98.0,98.0
COc1ccc(/C=N/Nc2cc(OC)ncn2)cc1,98.0,2.9,4.5,-9.5,8,1.0,100.0,96.0,97.0,97.0,101.0
Cc1cc(C)n2cc(CSc3nncn3C)nc2n1,97.0,10.0,10.2,-16.2,8,1.3,97.0,95.0,95.0,95.0,94.0
CCN(CC)C(NC(=O)c1ccccc1)C(=O)c1ccccc1 (stereo not given),99.0,-0.2,1.7,-0.5,25,0.7,100.0,99.0,101.0,99.0,102.0
COc1ccc(-c2cc(C(=O)Nc3c(C)nn(Cc4ccccc4Cl)c3C)no2)cc1,97.0,-8.9,2.2,14.2,12,0.3,97.0,98.0,97.0,97.0,98.0
CCc1c(O)nc(SCc2ccccc2)n(C(C)CC)c1=O (stereo not given),96.0,0.7,-0.9,nt,13,-0.6,96.0,97.0,97.0,95.0,97.0
O=C(O)c1ccccc1/C=N/Nc1nc(N2CCCCC2)nc(N2CCCCC2)n1,95.0,9.6,0.4,-0.3,10,0.5,107.0,97.0,99.0,100.0,97.0
O=C(O)c1ccc(CSc2nnc(Cc3ccccc3)o2)cc1,?,10.1,3.0,nt,15,0.6,?,?,?,?,?
Cc1nc(-c2ccccc2)cn2c1nc1ccccc12,98.0,49.9,-4.8,4.8,4,-0.1,100.0,96.0,99.0,98.0,96.0
CN(C)S(=O)(=O)c1ccc(C(=O)Oc2cc(=O)[nH]c3ccccc23)cc1,100.0,39.9,1.8,-15.1,5,0.5,102.0,100.0,104.0,102.0,103.0
CCN(CC)S(=O)(=O)c1ccc(S(=O)(=O)N(CC(=O)Nc2ccccc2)Cc2ccco2)cc1,90.0,30.3,-2.6,nt,5,0.2,91.0,91.0,91.0,92.0,89.0
CCC(CC)NC(=O)CCCSc1nc2ccccc2[nH]1,99.0,35.1,7.2,0.0,10,-2.0,105.0,99.0,97.0,104.0,102.0
Cc1nn(C)c(Oc2cccc(C(F)(F)F)c2)c1C#N,98.0,-14.5,-1.5,-7.3,10,-0.5,103.0,97.0,97.0,97.0,101.0
CC(NC(=O)COC(=O)c1ccc2c(c1)S(=O)(=O)N=C1CCCCCN12)C12CC3CC(CC(C3)C1)C2 (stereo not given),101.0,-10.1,25.2,-7.5,21,-0.6,101.0,104.0,108.0,100.0,105.0
CCCCc1c(C)nn(-c2nnc3c4ccccc4n(C)c3n2)c1C,100.0,8.4,55.6,26.2,14,1.9,100.0,100.0,102.0,99.0,105.0
CCC1(CC)C(=O)NC(=O)NC1=Nc1ccccc1,101.0,10.3,-0.8,nt,1,-0.4,98.0,98.0,97.0,99.0,105.0
Clc1ccc(CN2C3=NCCCN3c3ccccc32)cc1Cl,96.0,7.1,1.7,16.4,6,0.8,99.0,97.0,96.0,97.0,95.0
CC1=NN(C(=O)CCc2ccccc2O)C(O)(C(F)(F)F)C1 (stereo not given),100.0,12.6,-3.1,9.8,8,-0.6,101.0,102.0,104.0,99.0,107.0
N#Cc1cn(CC(=O)NCCc2c[nH]c3ccccc23)c2ccccc12,103.0,5.5,3.8,nt,17,0.8,100.0,108.0,108.0,108.0,106.0
Cc1ccc(NC(=O)COC(=O)COc2ccc(Cl)cc2)c([N+](=O)[O-])c1,90.0,13.3,24.6,nt,12,6.3,90.0,92.0,92.0,88.0,98.0
O=C(CNC(=O)c1cccs1)NCC(=O)OCc1ccc(Cl)cc1,96.0,nt,1.4,nt,11,0.3,94.0,95.0,98.0,93.0,91.0
